Screening results (PubChem BioAssay)
WRN inhibitor: blocks human WRN helicase; Q14191; WRN helicase unwinding, fluorescent forked duplex, kinetic; Potency, µM (highest dose often 114 µM), for inactives: at the top dose activity change, negative = inhibition, most hits filed as inhibitors; 0.46% of 360,000 active; AID 651768; also: potency is read from the fitted curve at half-maximal effect; % is scaled to controls: 0 for no effect and ±100 for the full control effect; nearly all actives have a fitted effect of over 55% in size
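Primary qHTS, 1536-well format. 20 nM WRN + compound, 15 min RT; start with 100 nM forked fluorophore/quencher duplex, 2 mM ATP (final); kinetic read ex 525/em 598 nm.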
EPAC1 ag: activates human EPAC1 exchange factor; O95398; EPAC1 agonist qHTS, biochemical assay; response scale: 100% = response to 6.5 mM cAMP; Potency, µM (series often up to 154 µM), for inactives: at the top dose activation, actives largely listed as activators; 0.073% of 360,000 active; AID 720707; also: potency is read from the fitted curve at half-maximal effect; nearly all actives have a fitted effect of over 60% in size
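Multi-concentration qHTS readout: loss of Rap1B-bound BODIPY-GDP fluorescence driven by 100 nM EPAC1 with excess GDP (50 uM), monitored kinetically at room temperature; agonist response expressed relative to 6.5 mM cAMP.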
FUS suppressor: FUS proteinopathy suppression in yeast. S. cerevisiae FUS-expressing, growth rescue, OD600, 24 h. Potency, µM (highest dose often 76.6 µM), without a hit: at the highest dose growth rescue (activation), usual class: activators. 0.24% of 390,000 active;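 also: potency is read from the fitted curve at half-maximal effect; plate controls were DMSO vehicle for no effect and reference control for full effect; nearly all actives have a fitted effect of over 55% in size; some results filed as inactive show a strong effect at the top dose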
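FUS-expressing yeast, raffinose-pregrown, induced in 2% galactose minimal medium at OD 0.005; compounds in a dilution series, 24hr at 30C. Growth restoration read as absorbance at 600 nm. CP55940 positive control, DMSO negative.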
Abeta yeast res: compounds reversing amyloid beta toxicity in yeast; Potency, µM (doses to about 46.1 µM), inactives show top-dose growth rescue, usual class: activators; 0.063% of 410,000 active; yeast expressing A-beta42, growth rescue, OD600, 48 h; response scale: 0% DMSO, 100% iron-clioquinol control; also: potency is read from the fitted curve at half-maximal effect; nearly all actives have a fitted effect of over 55% in size
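Growth rescue measured by 600 nm absorbance after 48 h yeast culture at 30 C with compound. Values normalized between DMSO and an equimolar ferric chloride plus clioquinol control.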
aSyn rescue: rescues yeast growth from alpha-synuclein toxicity | Yeast expressing alpha-synuclein, growth rescue, BacTiter-Glo, 24 h | Potency, µM (series often up to 46.1 µM), without a hit: at the top dose growth rescue (activation), hits mostly activators | 0.14% of 370,000 active; also: potency is read from the fitted curve at half-maximal effect; % of control where 0% means no effect; nearly all actives have a fitted effect of over 65% in size
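Readout is rescue of growth in alpha-synuclein-expressing yeast, so inhibitors of toxicity appear as activators. Growth after 24 hr at 30 deg C in galactose medium is quantified by luminescence.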
PI5P4Ka inh: blocks human PI5P4K alpha kinase activity. PI5P4Kalpha enzyme, ADP-Glo luminescence, 60 min; hits give low values. max response, %. 1.2% of 330,000 active; active = max response of -50% or lower; inconclusive = between -30% and -50%; inactive = -30% or higher; also: value at the top dose of about 77 µM; % is scaled to controls: 0 for no effect and ±100 for the full control effect
Target sequence (P48426 whole entry, looked up): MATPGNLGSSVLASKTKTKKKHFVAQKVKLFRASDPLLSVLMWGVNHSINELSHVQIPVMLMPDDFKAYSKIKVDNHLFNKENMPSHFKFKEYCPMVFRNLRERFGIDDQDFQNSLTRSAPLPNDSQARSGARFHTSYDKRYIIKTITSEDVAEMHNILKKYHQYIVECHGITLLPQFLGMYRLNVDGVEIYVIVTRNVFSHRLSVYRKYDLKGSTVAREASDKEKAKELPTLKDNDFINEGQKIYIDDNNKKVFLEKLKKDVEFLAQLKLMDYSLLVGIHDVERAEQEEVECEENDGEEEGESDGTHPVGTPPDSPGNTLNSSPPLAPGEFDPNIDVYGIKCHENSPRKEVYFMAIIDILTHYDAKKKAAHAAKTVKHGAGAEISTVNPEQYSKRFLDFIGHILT
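PI5P4Kalpha ADP-Glo assay; 5 microM ATP final; 60 min RT reaction; HEPES pH 7.4/EGTA/CHAPS, 5% DMSO; controls lacking substrate or enzyme; luminescent end-point.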
PLK1 PBD block: PLK1 (human) polo-box domain binding inhibition. 2.8% of 360,000 active. Potency, µM, inactives show max response, negative = inhibition, hits mostly inhibitors. P53350. Plk1 PBD binding of FITC phosphopeptide, fluorescence polarization; also: potency is read from the fitted curve at half-maximal effect; series mostly up to about 57 µM; % is scaled to controls: 0 for no effect and ±100 for the full control effect; nearly all actives have a fitted effect of over 65% in size
Target sequence (P53350 whole entry, looked up, the tested form may be a part): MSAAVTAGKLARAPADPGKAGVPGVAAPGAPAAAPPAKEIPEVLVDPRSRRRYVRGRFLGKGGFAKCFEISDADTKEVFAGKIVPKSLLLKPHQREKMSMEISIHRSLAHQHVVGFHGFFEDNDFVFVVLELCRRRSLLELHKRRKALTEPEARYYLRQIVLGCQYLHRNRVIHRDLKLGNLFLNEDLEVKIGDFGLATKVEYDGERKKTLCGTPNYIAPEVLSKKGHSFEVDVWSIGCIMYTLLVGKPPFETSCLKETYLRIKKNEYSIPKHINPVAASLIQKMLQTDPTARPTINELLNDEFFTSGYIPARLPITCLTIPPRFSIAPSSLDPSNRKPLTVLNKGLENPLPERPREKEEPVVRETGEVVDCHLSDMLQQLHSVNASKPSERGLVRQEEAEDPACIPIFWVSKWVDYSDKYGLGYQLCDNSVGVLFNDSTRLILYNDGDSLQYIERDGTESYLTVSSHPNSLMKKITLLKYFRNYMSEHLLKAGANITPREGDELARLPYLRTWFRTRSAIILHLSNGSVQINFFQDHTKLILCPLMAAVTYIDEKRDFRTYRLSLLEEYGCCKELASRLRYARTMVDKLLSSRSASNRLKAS
IL2 activator: activators of IL-2; IL-2 activation reporter assay, cell-based qHTS; stimulated with anti-CD3/CD4/CD28 beads; in transgenic mouse T cells; activation, % (series mostly up to about 46 µM); 0.065% of 360,000 active; in the data active = activation above about 50%; inconclusive = mostly about 30% to 49%; also: 0% is about no effect
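Unstimulated transgenic mouse T cells; 60-min compound exposure; bead-based TCR/CD4/CD28 stimulation; 18 h culture, 37 degrees C; dual fluorescence (EGFP, DsRed) plate cytometry.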
EPAC1 antag: antagonists of human EPAC1; 0.14% of 360,000 active; Potency, µM (titrated, usually from 115 µM), inactives show at the highest dose activity change, negative = inhibition, usual class: inhibitors; O95398; AID 720709; EPAC1 GEF assay, Rap1b-BODIPY-GDP exchange fluorescence;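 also: potency is read from the fitted curve at half-maximal effect; plate controls were vehicle for no effect and positive control for full effect; nearly all actives have a fitted effect of over 50% in size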
The depositor's hits bear a star; ? = inconclusive; . = no result given; [ ] = another dose, or the depositor's remark. Unless noted, calls follow the shape of the dose curve; as a rule, active = well fitted curve in the direction sought with a large enough effect; inconclusive = small, poorly fitted or top-dose-only effect, or another doubt; inactive = no such curve, though single readings can be large; an effect the other way counts as inactive or inconclusive. Rows are unselected, and some 4.1% of all compounds hit somewhere here.

SMILES	WRN inhibitor	EPAC1 ag	FUS suppressor	Abeta yeast res	aSyn rescue	PI5P4Ka inh	PLK1 PBD block	IL2 activator	EPAC1 antag
O=C(N=C1N=C2C=CC(Br)=CN2Cc2ccccc21)c1ccc([N+](=O)[O-])cc1[N+](=O)[O-]	8.7%	-4.9%	23.3%	-2.7%	7.6%	-2.6	-23.2%	1.6	-5.0%
Oc1cccc(/C=N/N(Cc2ccccc2)c2ccccc2)c1	-17.7%	-1.8%	32.0%	-95.8%[inhibitor]	-67.3%[inhibitor]	10.0	-1.3%	-1.4	-12.8%
O=C(Nc1cccnc1)C1CCN(S(=O)(=O)c2cccc3nonc23)CC1	-10.4%	7.8%	-6.2%	-2.0%	-2.6%	.	-3.0%	-3.8	-1.8%
COc1cc(C(=O)NCCCNc2nc3cc(C)c(C)cc3cc2C#N)cc(OC)c1OC	0.0%	-8.2%	21.5%	-1.7%	-7.8%	0.4	-18.8%	-4.4	8.5%
O=C(CSc1nnc(-c2ccccc2)o1)N1CCOCC1	-3.0%	-7.0%	-8.0%	4.5%	4.5%	1.0	-1.5%	0.2	11.4%
COc1ccc(/C=N/NC2=NCCCCC2)cc1	-2.3%	-1.9%	7.7%	1.3%	-6.1%	.	-0.6%	-0.9	17.3%
C[C@H](NC(=O)c1[nH]cnc1C(=O)N[C@@H](C)CO)c1ccccc1	-9.4%	3.4%	-9.8%	-6.4%	4.4%	3.6	-8.1%	0.2	-3.4%
COCCC(=O)N1CCC(Oc2ccc(C(=O)N3CCCCCC3)cc2)CC1	5.1%	2.0%	-0.8%	12.3%	6.7%	-10.6	10.6µM*	-2.0	10.5%
Cc1ccc(/C=N/N=C2\SCC(=O)N2CC2CC2)cc1	-31.1%	15.2%	3.0%	0.7%	-1.8%	-5.0	-11.8%	0.0	-14.9%
O=C(O)c1ccccc1C(=O)c1ccc(Sc2ccc(Cl)cc2)c([N+](=O)[O-])c1	0.9%	-4.8%	20.7%	5.7%	-2.7%	-11.9	?	-1.1	-19.4%
Nn1c(SCC(=O)NCc2ccc3c(c2)OCO3)nnc1C(F)(F)F	0.1%	2.9%	-12.9%	3.1%	-1.6%	3.4	3.0%	1.5	-17.1%
CCC/C(=N\NC(=O)C1CC1)c1ccc(Br)cc1	8.3%	-3.4%	-33.0%	2.7%	0.2%	0.2	7.9%	0.6	14.0%
CCN(CC)S(=O)(=O)c1cccc(-c2nnc(SCC(=O)c3cc(C)n(C4CC4)c3C)o2)c1	-4.5%	10.2%	-2.6%	30.4%	4.9%	-4.9	3.2%	4.6	13.3%
C#CCOCCOCCOCCNc1nc(N2CCN(C(=O)[C@H](C(C)C)n3cc(CCO)nn3)CC2)nc(N2CCN(C(=O)[C@H]([C@@H](C)CC)n3cc(CCCCN)nn3)CC2)n1	-3.7%	-10.8%	21.2%	-6.4%	-2.7%	-1.8	-14.5%	0.0	-9.3%
Cc1ccc(C(C)C)c(OCC(=O)NNCC(=O)Nc2cccc(F)c2)c1	1.2%	-14.0%	?	10.4%	1.8%[1.84 µM]	16.6	2.1%	-0.2	-6.6%
CCOC(=O)Cn1nnnc1C(CC)N(Cc1cccs1)Cc1cc2ccc(OC)cc2[nH]c1=O (stereo not drawn)	-5.8%	-1.7%	?	27.7%	8.6%	-6.7	1.4%	-0.5	-20.7%
Cc1ccc(Cc2nnc(SCC(=O)Nc3ccccc3C)[nH]c2=O)cc1	-9.1%	-7.6%	9.9%	7.3%	-1.8%	5.6	-5.2%	-0.2	-9.4%
COc1cccc(CN(C(=O)CN2C(=O)c3ccccc3S2(=O)=O)C(C(=O)NCC2CCCO2)c2ccco2)c1 (stereo not drawn)	-0.9%	-2.2%	16.5%	8.6%	2.1%	-0.1	1.2%	0.2	3.6%
CCOC(=O)COc1cc(OCC(=O)OCC)c2c3c(c(=O)oc2c1)CCCC3	-4.4%	-3.5%	24.0%	-6.4%	11.3%	-1.1	0.8%	-0.4	-19.5%
Cc1cc(C(=O)Nc2cccc(C(=O)O)c2)oc1C	-2.0%	8.7%	-7.2%	-10.6%	-15.7%	-11.2	-27.1%	1.0	-4.4%
CC(C)Cn1c(N)c(C(=O)COC(=O)c2ccc([N+](=O)[O-])o2)c(=O)n(C)c1=O	2.0%[11.6 µM]	14.5%	18.0%	-19.6%	-1.9%	-6.7	-11.8%	1.9	-10.8%
C/C(=N\NC(=O)C(N)=O)c1cccc([N+](=O)[O-])c1	-2.0%	8.4%	-18.4%	-9.2%	-3.7%	-3.2	-4.5%	-0.3	11.6%
O=C(CN1C(=O)NC2(CCc3ccccc32)C1=O)c1ccccc1 (stereo not drawn)	-2.6%	-2.0%	-17.1%	10.6%	9.1%	-3.2	-11.9%	-1.0	-14.9%
O=C(O)C1CCN(C(=O)c2ccc3c(c2)OCO3)CC1	11.2%	1.8%	3.0%	-2.9%	-0.4%	2.6	-2.5%	-2.6	-2.7%
O=C(CN1CCCCC1)NC(=O)Nc1ccccc1F	3.3%	2.8%	4.1%	-5.1%	-3.7%	-12.5	0.8%	0.2	-9.3%

Following part:
SMILES	WRN inhibitor	EPAC1 ag	FUS suppressor	Abeta yeast res	aSyn rescue	PI5P4Ka inh	PLK1 PBD block	IL2 activator	EPAC1 antag
COc1cc(/C=N\NC(=O)c2cccnc2)ccc1OC(=O)c1ccccc1Cl	-16.0%	-2.4%	.	-5.5%	5.6%	0.2	1.9%	-3.7	-10.8%
O=C(OCC(=O)N1CCCc2ccccc21)c1cnc(Cl)c(Cl)c1	-1.1%	-2.8%	8.3%	3.2%	25.0%	-1.5	1.2%	-0.6	-11.1%
O=C(Cc1ccc(F)cc1)NCC1CCCO1 (stereo not drawn)	-11.5%	-2.5%	13.5%	2.7%	-0.5%	0.1	-14.6%	-2.4	-24.3%
COCc1ccc(CN2CCC(n3nccc3NC(=O)CCOc3ccccc3)CC2)o1	0.1%	-0.8%	.	6.7%	2.7%	-6.8	-6.2%	-1.4	5.1%
O=C(CCC1CCCCC1)NCc1ccncc1	12.8%	-4.5%	-20.0%	9.5%	-3.3%	-9.5	-17.5%	0.2	14.0%
CCc1ccccc1Nc1cc(C(=O)NCc2ccccn2)c2ccccc2n1	18.2%	2.4%	17.6%	-7.7%	0.7%	0.0	-1.5%	-2.9	-22.7%
CC[C@@]1(C(=O)OC)N[C@H](CN(C)C(=O)COC)[C@@H]2C(=O)N(C)C(=O)[C@@H]21	-11.9%	-14.5%	-26.7%	-8.4%	-7.2%	-6.6	-2.7%	-0.2	-5.3%
CCOC(=O)c1ccc(N2C(=O)CC(N3CCN(C(=O)c4ccccc4)CC3)C2=O)cc1 (stereo not drawn)	0.0%	7.6%	12.7%	13.0%	4.4%	-1.5	-7.6%	0.1	6.6%
CC(C)(C)c1cc(S(=O)(=O)CCc2ccccn2)cc(C(C)(C)C)c1F	-15.2%	10.5%	?	-27.0%	-33.5%[inhibitor]	.	-5.0%	-2.6	?
CN(CC(=O)Nc1ccccc1C(F)(F)F)C(=O)CCc1nc2ccccc2c(=O)[nH]1	8.4%	0.0%	22.1%	-6.0%	-3.0%	-9.9	-0.9%	-3.4	1.3%
Cc1nn(Cc2ccc(Cl)cc2)c(C)c1NC(=O)c1cc(-c2ccco2)on1	-4.1%	-3.4%	?	22.1%	-0.3%	-22.3	-6.3%	-3.2	6.1%
CC(C)C[C@@H]1CC2=C(C(=O)OC(C)(C)O2)[C@H](c2ccc(Cl)cc2)O1	-0.6%	-10.6%	15.0%	-27.2%	-1.7%	-4.8	-14.9%	-1.2	-17.5%
COc1ccc(N(CC(=O)NCc2cccs2)S(=O)(=O)c2ccc(F)cc2)cc1	-5.1%	9.5%	-8.6%	-3.6%	-1.8%	-1.9	-1.7%	-0.4	5.6%
C=CCN1C(=O)/C(=C\c2ccc(Cl)cc2)N=C1SCC(=O)NC1CCCCC1	6.9%	-6.8%	-17.1%	6.8%	-12.6%	-8.0	-3.7%	1.0	8.3%
CN(CC(=O)Nc1ccc(F)c(F)c1F)C(=O)C1CSC2(C)CCC(=O)N12 (stereo not drawn)	-0.1%	-1.4%	-9.5%	0.2%	-7.9%	0.1	-2.6%	0.2	7.6%
CNC(=O)C[C@H]1C(=O)N(c2ccccc2)C[C@@H]1CSC	-3.9%	6.3%	-1.2%	11.9%	-3.3%	-3.5	-0.9%	-1.5	-5.0%
Cc1cccc(NCC(=O)N/N=C\c2cccn2C)c1	13.7%	11.1%	9.8%	3.9%	-2.9%	-4.2	-17.8%	0.9	?
CCC(C)NC(=O)C1CCC(CNS(=O)(=O)c2ccc3c(c2)CC(C)N3C(=O)C2CC2)CC1 (stereo not drawn)	7.2%	2.7%	?	-1.5%	-1.4%	6.5	-9.3%	-2.9	-1.7%
Cc1ccc(C)c(S(=O)(=O)N2CCN(C(=O)CCC(=O)NCc3ccc(Cl)cc3Cl)CC2)c1	-4.1%	5.5%	?	?	10.3%	16.3	-14.4%	-0.9	?
CN(C)C(=O)CN1CCN(c2nc3nonc3nc2N2CCCCC2)CC1	-3.9%[57.1 µM]	5.9%	24.5%	1.5%	-4.6%	-16.0	2.6%	-1.9	-20.6%
Cc1cc(O)cc2c1C(=O)/C(=C/c1ccco1)O2	-12.2%	17.7%	5.7%	-20.0%	1.5%	-28.7	?	0.3	22.3%
Cc1ccc2c(C)c(C(=O)NCc3ccc(S(N)(=O)=O)cc3)oc2c1	4.5%[57.1 µM]	8.0%	-12.6%	4.1%	-2.9%	-8.4	-11.0%	1.1	-7.6%

Compound profiles, from the list above. Order of values: WRN inhibitor	EPAC1 ag	FUS suppressor	Abeta yeast res	aSyn rescue	PI5P4Ka inh	PLK1 PBD block	IL2 activator	EPAC1 antag
CN(C)C(=O)CN1CCN(c2nc3nonc3nc2N2CCCCC2)CC1 is entered as -3.9%[57.1 µM]	5.9%	24.5%	1.5%	-4.6%	-16.0	2.6%	-1.9	-20.6%
CNC(=O)C[C@H]1C(=O)N(c2ccccc2)C[C@@H]1CSC is entered as -3.9%	6.3%	-1.2%	11.9%	-3.3%	-3.5	-0.9%	-1.5	-5.0%
COc1ccc(N(CC(=O)NCc2cccs2)S(=O)(=O)c2ccc(F)cc2)cc1 is entered as -5.1%	9.5%	-8.6%	-3.6%	-1.8%	-1.9	-1.7%	-0.4	5.6%
